Compound activity as filed in PubChem BioAssay.
tolC growth inh: growth inhibitors of E. coli BW25113 tolC mutant | growth inhibition, % at 10 µM (by protocol) | hit rate 2.2% among 65,000 | OD615 | AID 573;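 active means growth inhibition at or above a cutoff equal to the mean over every tested compound plus 3 SD, cut at about 60% in these data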;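 further: growth measured after 20 h incubation at 37 °C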
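Material: E. coli BW25113 ΔtolC::kan, tolC deletion mutant strain. Measure: percent growth inhibition. Schedule: 37 °C, 20 h exposure. Doses: single-point testing at 10 µM. Signal: A615 absorbance measurement. Buffer or medium: kanamycin-containing LB broth (50 µg/mL).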
HTR1E agonist: 5-HT1E (human) receptor agonism; AID 574; activation, % at 6 µM; CHO 5-HT1E Ga15 NFAT-bla reporter, FRET; 0% DMSO wells, 100% control agonist wells; hit rate 0.69% among 65,000; P28566;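 active means activation above a set limit, the screen-wide mean activation plus 3 SD, cut at about 8.5% in these data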;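 further: 100% = positive control agonist at 1 µM giving full maximal response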
S1P3 ag: S1P3 (human) receptor agonism; hit rate 0.1% among 60,000; activation, % at 4.5 µM; Q99500; S1P3 NFAT-BLA reporter cells, FRET ratio; relative to 1 µM S1P, basal subtracted; AID 373;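 active means activation above the screen-wide mean plus 3 SD, cut at about 4.5% in these data, passing the limit was not always enough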; further: some compounds called inactive have numbers as strong as hits
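Benchmarks: high control 1 µM S1P / System: stable CHO line with human S1P3, Gα16, NFAT-BLA reporter / Dosing: single compound concentration, 4.5 µM final / Timing: 4 h compound at 37 °C, 2 h substrate at RT / Measured by: FRET β-lactamase substrate fluorescence, excitation 405 nm, 460/535 nm emission ratio, background-subtracted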
RORa activator: activators of human nuclear receptor RORA; P35398; CHO-K1 Gal4-RORA LBD luciferase reporter, luminescence; percent increase over mock-subtracted basal signal; activation, % at 10 µM; hit rate 1.5% among 65,000;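 active means activation above the mean of all tested compounds plus 3 SD, cut at about 49% in these data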;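 further: 0% = DMSO-treated RORA cells and 100% = added signal equal to DMSO minus mock-transfected cells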
AP complement: alternative pathway complement inhibition, orthogonal assay; inhibition, % at 5 µM; hit rate 0.08% among 62,000; Human serum alternative complement pathway, LPS-coated ELISA, C3 deposition; tested in compound mixtures;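 active means inhibition above 30% in each of the two pooled mixtures holding the compound, so the lower value exceeds 30%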;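 further: 0% = serum in Mg-EGTA without compound and 100% = EDTA serum blank; some compounds past the cut are filed as inactive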
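Test system: human serum alternative complement pathway, C3 deposition on LPS-coated wells; also added: Plate-bound LPS; doses: 5 µM per compound in ten-compound mixtures; schedule: 1 h at 37 °C; detection: Anti-C3 ELISA, OD 450 nm; evaluation: percent inhibition of C3 deposition onto LPS; repeats: two pool placements per compound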
S1P1 ag-PAM: S1P1 (human) agonism or agonism potentiation. S1P1 CRE-bla cells, forskolin, beta-lactamase FRET, potentiator mode; S1P1 agonist co-added at EC20, 2 nM; 100% = saturating reference agonist, 0% = basal. activation, % at 9.5 µM. hit rate 0.57% among 56,000. AID 449;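 active means activation above a cutoff set at the mean activation of all tested compounds plus 3 SD, cut at about 54% in these data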;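 further: forskolin at 4 µM as EC80 and the EC20 agonist is SEW2871; 100% = SEW2871 at its EC100 plus forskolin at EC80; some compounds past the cut are filed as inactive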
SF-1 act: activates the human nuclear receptor SF-1 | Q13285 | CHO-K1 Gal4-SF-1 LBD luciferase reporter; % increase over DMSO SF-1-specific signal | activation, % at 10 µM | hit rate 1.9% among 65,000 | AID 522;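 active means activation above the mean activation of all tested compounds plus 3 SD, cut at about 50% in these data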
Target sequence (Q13285 whole entry, looked up, the tested form may be a part): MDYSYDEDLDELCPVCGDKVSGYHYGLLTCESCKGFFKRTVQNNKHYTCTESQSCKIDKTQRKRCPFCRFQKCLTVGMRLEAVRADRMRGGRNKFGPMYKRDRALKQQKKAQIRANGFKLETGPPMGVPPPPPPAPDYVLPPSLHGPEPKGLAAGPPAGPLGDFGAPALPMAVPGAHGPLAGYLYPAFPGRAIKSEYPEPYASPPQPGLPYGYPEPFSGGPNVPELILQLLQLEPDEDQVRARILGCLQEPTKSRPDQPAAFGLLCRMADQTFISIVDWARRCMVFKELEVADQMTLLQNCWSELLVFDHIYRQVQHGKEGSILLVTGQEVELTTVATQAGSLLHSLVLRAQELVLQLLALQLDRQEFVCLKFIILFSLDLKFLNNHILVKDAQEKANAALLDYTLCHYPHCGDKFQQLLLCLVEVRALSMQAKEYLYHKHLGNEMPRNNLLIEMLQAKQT
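Test system: transient Gal4-SF-1 LBD reporter, CHO-K1; Amount: 4,000 CHO-K1 cells per well; Doses: 10 µM only; Timing: compound exposure 20 h at 37 °C; Signal: luciferase light emission; Read-out basis: percent activation relative to DMSO median and mock-transfected background; Control set: DMSO negative control and −SF1 background wells; Replicates: one test per compound.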
5HT1E antag: 5-HT1E (human) receptor antagonism; P28566; CHO 5-HT1E Ga15 NFAT-bla reporter, FRET, antagonist; inhibition, % at 6 µM; hit rate 0.99% among 65,000; AID 571;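 active means inhibition above a set limit, the mean inhibition across every tested compound plus 3 SD, cut at about 29% in these data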;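 further: signal is the 460 over 535 nm emission ratio of beta-lactamase substrate; 0% = agonist plus DMSO wells and 100% = wells without agonist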
5HT1a antag: antagonists of human 5-HT1a serotonin receptor; AID 612; inhibition, % at 10 µM; P08908; hit rate 0.68% among 62,000; CHO 5-HT1a Ga15 NFAT-bla reporter, antagonist mode;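 active means inhibition above the mean of all tested compounds plus 3 SD, cut at about 43% in these data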;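 further: receptor stimulated by 5-CT agonist at 100 nM near EC80; beta-lactamase reporter measured by ratiometric fluorescence of a cleavable substrate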
Target sequence (P08908 whole entry, looked up): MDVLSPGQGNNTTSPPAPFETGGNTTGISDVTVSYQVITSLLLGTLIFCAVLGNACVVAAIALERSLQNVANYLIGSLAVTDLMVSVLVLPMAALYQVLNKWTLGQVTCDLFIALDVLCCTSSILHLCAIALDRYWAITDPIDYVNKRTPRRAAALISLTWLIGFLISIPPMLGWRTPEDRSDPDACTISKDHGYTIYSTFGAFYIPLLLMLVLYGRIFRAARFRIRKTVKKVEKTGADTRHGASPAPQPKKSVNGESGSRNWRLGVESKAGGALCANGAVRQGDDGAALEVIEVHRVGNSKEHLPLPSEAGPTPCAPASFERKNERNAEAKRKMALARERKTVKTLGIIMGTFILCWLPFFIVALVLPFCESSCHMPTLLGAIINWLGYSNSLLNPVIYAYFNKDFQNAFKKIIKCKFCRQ
Active calls of the source: *; nt = no result given. Rows were taken by chance (roughly 7.1% active in at least one column).

nr	SMILES	tolC growth inh	HTR1E agonist	S1P3 ag	RORa activator	AP complement
1	COCCCNC(=O)CN1C(=O)c2ccccc2C1=O	-14	-0.7	0.5	-25	-4
2	Cc1ccc(CN2CCSc3ccc(C(=O)N4CCN(c5ncccn5)CC4)cc32)cc1	68*	1.0	0.0	0	23
3	Cc1ccc(CNC(=O)CSc2nc(N3CCCCC3)nc(N3CCCCC3)n2)cc1	31	0.5	-1.4	-29	9
4	Cc1ccccc1NCc1ccccc1O	-6	-0.3	-0.3	-9	15
5	Cc1ccc(-c2cc(C(=O)NC3=NCCS3)c3cc(Br)ccc3n2)o1	6	-0.4	-0.6	10	2
6	CC1=C(C(N)=O)C(c2ccccn2)n2nc(SCc3ccccc3Cl)nc2N1 (centres undefined)	-6	0.1	nt	28	1
7	CCCCN(CCCC)C(=O)CSc1nnc2n(C)c(=O)c3c4c(sc3n12)CCCC4	4	0.8	-2.8	-8	nt
8	Cc1cc(S(=O)(=O)NCC(C)C)ccc1OCC(=O)N1CCOCC1	-9	-0.7	0.9	-6	12
9	CC1CCc2cc(F)ccc2N1C(=O)CN1C(=O)c2ccccc2C1=O (centres undefined)	10	-1.6	-1.2	-30	6
10	Cc1nn2c(-c3cccc(NC(=O)CN4CCOCC4)c3)nnc2c2ccccc12	18	1.3	0.6	-15	nt
11	O=C(Nc1ccc(S(=O)(=O)NCc2ccco2)cc1)c1ccc2ccccc2n1	11	0.4	-0.4	1	-1
12	CCc1nc(SCC(=O)Nc2cc(C)on2)c2c(C)c(C)sc2n1	-12	-0.4	0.1	-5	-1
13	COc1ccc(OC)c(S(=O)(=O)N(C)CC(=O)N2CCc3ccccc3C2)c1	5	-1.0	-0.1	3	2
14	c1ccc(CCN2CCN(c3ncnc4c3cnn4-c3ccccc3)CC2)cc1	66*	0.1	-2.0	26	1
15	CC1=Nn2c(nnc2-c2ccco2)SC1	-20	-0.5	-1.4	7	13

nr	S1P1 ag-PAM	SF-1 act	5HT1E antag	5HT1a antag
1	-1	-9	-2	-17
2	7	3	-2	-10
3	-6	5	9	18
4	-6	-2	12	-6
5	18	2	-6	8
6	nt	2	-1	4
7	4	-9	-3	nt
8	-8	2	-5	-8
9	8	-20	11	14
10	-29	2	14	-10
11	96*	10	4	49*
12	-10	11	-6	-5
13	nt	6	2	-8
14	nt	18	6	-4
15	4	10	10	6

Continued.
nr	SMILES	tolC growth inh	HTR1E agonist	S1P3 ag	RORa activator	AP complement
16	Cc1nc2ccccc2nc1OCC(=O)NCc1ccc2c(c1)OCO2	-6	-0.1	0.4	-14	3
17	CCN(C(=O)c1cn(C)c(=O)c2cc(OC)c(OC)cc12)c1ccccc1C	-12	0.2	0.1	15	3
18	COc1cccc(-n2c(SCC(=O)NCCC3=CCCCC3)nc3n[nH]c(C)c3c2=N)c1	21	1.4	-0.3	-2	-6
19	COc1cccc(N(CC(=O)NC2CCCC2)C(=O)Cn2nnc(-c3ccc(C)cc3)n2)c1	-7	0.2	-1.1	-16	12
20	c1cc(CNc2ccc3c(c2)OCCO3)ccn1	-9	0.4	-0.2	-37	15
21	CCOC(=O)C1=C(O)/C(=C/N(C)C)N=C1C	-4	-0.1	-1.5	0	16
22	CCOC(=O)Cc1csc(NC(=O)COc2ccc(OC)cc2)n1	7	-0.2	0.1	0	6
23	CC(NC(=O)c1ccco1)C(c1cccs1)N1CCN(c2ccccc2F)CC1 (centres undefined)	49	-0.3	-0.5	-10	nt
24	CCOc1ccc(CC(=O)Nc2c(C(N)=O)oc3ccccc23)cc1OCC	-5	0.4	-1.1	24	15
25	CCOC(=O)c1ccccc1NC1OC(=O)c2ccccc21 (centres undefined)	-7	-2.0	-0.4	6	3
26	O=C(COc1ccccc1)Nc1ncc2c(n1)CCCC2=O	-13	0.3	-0.7	-8	2
27	O=C(CN1CCN(C(=O)c2ccccc2F)CC1)Nc1ccc(Br)cc1	-3	-0.1	-0.8	-19	12
28	COc1ccc(N2CC(C)Cn3c2nc2c3c(=O)n(Cc3ccc(F)cc3)c(=O)n2C)c(OC)c1 (centres undefined)	22	1.1	-0.8	17	11
29	COC(=O)c1ccc(OC)c(CSc2nnc(COc3ccc(Cl)cc3)o2)c1	52	0.7	-1.0	-4	7
30	COc1ccccc1C1CC(c2ccc(C)cc2)Nc2ncnn21 (centres undefined)	26	-1.2	-1.3	-8	4

nr	S1P1 ag-PAM	SF-1 act	5HT1E antag	5HT1a antag
16	1	-5	-4	-2
17	-39	-8	-7	-6
18	-33	2	-8	-13
19	-15	13	4	2
20	-4	-24	3	-8
21	-11	-18	10	5
22	18	-32	3	13
23	14	17	11	16
24	-13	-6	16	1
25	1	4	-5	3
26	-4	-10	-1	-7
27	-23	2	4	-5
28	-16	-27	3	26
29	21	-14	-4	24
30	-11	-11	-10	17

The listing continues:
nr	SMILES	tolC growth inh	HTR1E agonist	S1P3 ag	RORa activator	AP complement
31	COc1cccc(Nc2c(F)c(OC)c(F)c(F)c2C(=O)O)c1	-11	0.1	1.8	4	21
32	COC(=O)c1ccc2c(=O)n(CCC3=CCCCC3)c(SCC(=O)N3CCCC3)nc2c1	-7	0.4	nt	17	-8
33	O=C(N1CCN=C1SCc1cccnc1)C12CC3CC(CC(C3)C1)C2	2	0.8	-1.3	-28	21
34	CCOc1ccccc1C(=O)N1CCN=C1SCc1cccnc1	-11	-0.2	-0.9	-6	-8
35	COc1ccc(-c2cc(C(=O)N(C)Cc3ccccc3)no2)cc1OC	48	-0.3	-0.8	19	10
36	Cc1ccc(C)c(Cn2c(=O)n(CCC(=O)NCc3ccco3)c(=O)c3ccccc32)c1	-6	-0.1	-1.0	2	20
37	CCSc1nc(O)c(C2OC(=O)c3c2ccc(OC)c3OC)c(=O)n1CC (centres undefined)	-5	0.8	0.9	-8	-3
38	CC(=O)NC12CC3CC(C1)CC(C(=O)OCC(=O)NC(=O)c1cccn1C)(C3)C2	0	-0.6	-0.4	9	-19
39	Cc1cc2ccccc2n1CCNC(=O)c1cccs1	5	-0.1	-0.4	-5	6
40	Cc1cnc(C)c(N2CCC(C(=O)NCc3ccco3)CC2)n1	-2	0.4	-0.7	11	nt
41	COC(=O)c1ccccc1NC(NC(=O)c1ccco1)C(=O)c1ccc(C)cc1 (centres undefined)	12	-0.3	-1.9	12	12
42	CC(=O)c1ccc(N2CCCCCC2)c(F)c1	-2	-1.1	-1.8	0	23
43	CCOC(=O)C1CCN(C(c2cc3c(C)ccc(C)c3[nH]c2=O)c2nnnn2C2CCCCC2)CC1 (centres undefined)	35	0.8	-0.1	-5	-5
44	CCOC(=O)c1cnc(-n2nc(C)cc2C)nc1-n1nc(C)cc1C	2	-0.3	-0.5	-14	-3
45	Cc1ccc(CN2C3=NCCCN3c3ccccc32)cc1	3	-0.9	-0.3	-6	26

nr	S1P1 ag-PAM	SF-1 act	5HT1E antag	5HT1a antag
31	-34	2	-1	-2
32	nt	-6	4	-1
33	-4	-23	0	1
34	16	-32	4	13
35	9	-2	-1	-13
36	-2	-5	4	8
37	-4	-6	7	-2
38	8	-6	0	-4
39	4	15	-13	3
40	7	0	-4	-1
41	6	1	3	21
42	-20	15	2	-62
43	-15	1	-1	10
44	11	-5	13	14
45	-15	-1	11	22

Profiles, quoted from the list:
O=C(N1CCN=C1SCc1cccnc1)C12CC3CC(CC(C3)C1)C2 in the list: tolC growth inh = 2; HTR1E agonist = 0.8; S1P3 ag = -1.3; RORa activator = -28; AP complement = 21; S1P1 ag-PAM = -4; SF-1 act = -23; 5HT1E antag = 0; 5HT1a antag = 1
COc1ccc(-c2cc(C(=O)N(C)Cc3ccccc3)no2)cc1OC in the list: tolC growth inh = 48; HTR1E agonist = -0.3; S1P3 ag = -0.8; RORa activator = 19; AP complement = 10; S1P1 ag-PAM = 9; SF-1 act = -2; 5HT1E antag = -1; 5HT1a antag = -13

(listing goes on)
nr	SMILES	tolC growth inh	HTR1E agonist	S1P3 ag	RORa activator	AP complement
46	CCOC(=O)N1CCN(C(=O)c2cnc(Nc3ccccc3OC)c3ccccc23)CC1	10	0.3	nt	7	15
47	CCCCOc1ccc(CN2CCCCC2)cc1	1	-0.5	-1.5	19	14
48	O=C(Cn1c(=O)n(Cc2ccco2)c(=O)c2ccccc21)NCC1CCCO1 (centres undefined)	-16	-0.5	-0.2	-5	23
49	CCCn1c(C)cc(=O)c2cc(NC(=O)c3cnccn3)ccc21	-13	-0.1	0.3	3	0
50	CC(=O)C1=C(O)C(=O)N(CCc2c[nH]c3ccccc23)C1c1ccco1 (centres undefined)	4	0.4	nt	-8	17
51	O=C(Nc1ccccc1C(=O)O)c1cccc(NC(=O)c2ccc(Br)o2)c1	53	0.2	-1.0	-6	0
52	Cc1ccc2cc(S(=O)(=O)NCCCC(=O)O)ccc2c1	-32	-0.5	-0.8	18	4
53	CCc1nc(SCC(N)=O)c2c(=O)n(C)c(=O)n(C)c2n1	-8	0.9	-0.5	-10	15
54	CCCCn1nnc(NC(=O)COc2cc(C)ccc2C(C)C)n1	43	0.0	-0.6	-3	36
55	COc1cc(NS(=O)(=O)c2ccc(F)cc2)c(C(=O)O)cc1OC	-20	0.6	0.2	12	-4
56	Cc1ccc(NC(=O)C2CCCN(c3ncccn3)C2)cc1F (centres undefined)	17	-1.0	-1.7	46	11
57	Cc1cccc(N(C2C=CS(=O)(=O)C2)S(=O)(=O)c2ccccc2)c1 (centres undefined)	0	0.2	-0.1	-9	12
58	CCS(=O)(=O)N1CCC(C(=O)NCc2ccccc2OC)CC1	-13	-2.0	-0.6	5	9
59	Cc1noc(C)c1COC(=O)CCc1nc2ccccc2c(=O)[nH]1	-18	-0.8	-0.6	-4	9

nr	S1P1 ag-PAM	SF-1 act	5HT1E antag	5HT1a antag
46	nt	-2	7	-11
47	-12	-3	21	-1
48	-7	2	-9	-7
49	-30	-10	6	18
50	nt	3	-2	8
51	nt	-4	-3	-12
52	nt	-10	-2	-13
53	-4	4	2	-6
54	-5	8	-5	-5
55	-3	16	-3	-9
56	-3	67*	13	11
57	nt	8	0	-4
58	-16	-8	4	-2
59	15	2	10	-2
